mIAP inh = mouse IAP inhibition; AID 2806; 330,000 compounds, 0.2% hits; purified mouse IAP, CDP-Star luminescence, 30 min; inhibition, % at 10 µM;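 active means inhibition of at least 40% at 10 µM in the primary screen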;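 further: plate controls were DMSO with enzyme for no effect and no enzyme wells for full effect; values of inactives mirror those of a sister screen read the other way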
ATG4B inhibitor = inhibitors of human ATG4B cysteine protease. ATG4B cleavage of LC3-PLA2, NBD-HPC fluorescence, 1 h. inhibition, % at 8.33 µM. 340,000 compounds, 0.51% hits; in the data active means inhibition above about 40%
Target sequence (Q9Y4P1 whole entry, looked up): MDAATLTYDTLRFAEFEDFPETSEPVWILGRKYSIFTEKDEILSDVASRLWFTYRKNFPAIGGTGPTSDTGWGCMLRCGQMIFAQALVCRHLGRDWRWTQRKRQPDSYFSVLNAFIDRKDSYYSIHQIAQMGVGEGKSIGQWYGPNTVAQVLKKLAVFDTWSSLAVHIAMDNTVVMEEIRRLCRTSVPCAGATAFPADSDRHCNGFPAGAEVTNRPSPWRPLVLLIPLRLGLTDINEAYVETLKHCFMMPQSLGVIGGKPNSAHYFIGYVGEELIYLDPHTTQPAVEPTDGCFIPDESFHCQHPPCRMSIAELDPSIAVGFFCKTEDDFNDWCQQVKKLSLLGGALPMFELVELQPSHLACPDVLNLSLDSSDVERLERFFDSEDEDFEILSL
beta cell repl = MIN6 beta-cell proliferation induction. MIN6 cells proliferation, ATPlite luminescence, 48 h; cells starved in 0.2% serum; 100% = growth in 10% serum. proliferation, % at 10 µM. 330,000 compounds, 0.29% hits. AID 2380;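 active means compounds whose signal lies at least 3.5 SD above the mean of all wells on their plate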;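 further: 0% = DMSO-treated cells in low-serum medium and 100% = 10% serum control; some compounds called inactive have numbers as strong as hits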
APOBEC3G inh = APOBEC3G (human) deaminase inhibition; recombinant A3G, ssDNA deamination FAM/TAMRA fluorescence; 330,000 compounds, 0.28% hits; inhibition, % at 20 µM; Q9HC16;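 active means inhibition of at least 40% at 20 µM, with no more than 30% in the related APOBEC3A deaminase screen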;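 further: plate controls were DMSO wells with A3G for no effect and wells lacking A3G enzyme for full effect; some compounds called inactive have numbers as strong as hits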
mIAP activ = mouse IAP activation; 330,000 compounds, 0.24% hits; activation factor at 10 µM; muIAP, CDP-Star luminescence, 30 min; stronger effect = higher value; 1 = vehicle-only enzyme signal, 0 = enzyme-free wells;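 active means activation factor of at least 2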; further: the source names both 10 and 20 µM as test concentration; values of inactives mirror those of a sister screen read the other way
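also added = chemiluminescent substrate CDP-Star | test system = mouse IAP enzyme | signal = chemiluminescence readout | compound = DMSO-dissolved test compounds | incubation = 30 min at room temperature | benchmarks = DMSO wells, no-enzyme wells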
hIAP act = increases human intestinal alkaline phosphatase activity; 330,000 compounds, 0.16% hits; P09923; activation factor at 10 µM; purified human IAP, CDP-Star luminescence, 30 min; stronger effect = higher value; 1 = vehicle-only enzyme, 0 = enzyme-free background;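 active means activation factor of the enzyme at least 2-fold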; further: the source names both 10 and 20 µM as test concentration; values of inactives mirror those of a sister screen read the other way
Target sequence (P09923 whole entry, looked up): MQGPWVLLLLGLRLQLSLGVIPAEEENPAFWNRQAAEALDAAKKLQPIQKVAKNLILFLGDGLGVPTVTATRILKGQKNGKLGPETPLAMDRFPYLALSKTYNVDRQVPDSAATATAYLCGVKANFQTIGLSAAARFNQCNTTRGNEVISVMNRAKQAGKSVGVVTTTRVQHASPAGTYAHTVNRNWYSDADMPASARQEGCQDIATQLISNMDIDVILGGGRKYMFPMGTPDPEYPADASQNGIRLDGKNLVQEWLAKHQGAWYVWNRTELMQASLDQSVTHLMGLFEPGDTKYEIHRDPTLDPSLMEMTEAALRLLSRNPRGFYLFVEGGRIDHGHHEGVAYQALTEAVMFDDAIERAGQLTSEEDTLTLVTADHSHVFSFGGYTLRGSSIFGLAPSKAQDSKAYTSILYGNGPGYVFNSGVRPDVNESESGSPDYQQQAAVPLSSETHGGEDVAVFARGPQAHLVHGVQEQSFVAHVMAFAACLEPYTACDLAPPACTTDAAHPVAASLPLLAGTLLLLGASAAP
hIAP inh = human IAP inhibition; P09923; inhibition, % at 10 µM; 330,000 compounds, 0.12% hits; purified IAP, CDP-Star luminescence, 30 min; AID 2544;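 active means inhibition reaching a set limit with compound at 10 µM in the primary screen, cut at about 35% in these data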;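 further: plate controls were DMSO wells with enzyme for no effect and no-enzyme buffer wells for full effect; values of inactives mirror those of a sister screen read the other way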
APOBEC3A inh = inhibitors of human APOBEC3A DNA deaminase; P31941; inhibition, % at 20 µM; recombinant A3A, FAM/TAMRA ssDNA deamination fluorescence; 330,000 compounds, 0.41% hits; AID 493011;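 active means at least 40% inhibition at 20 µM here, with at most 30% in a related deaminase screen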;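 further: plate controls were A3A with DMSO for no effect and wells lacking A3A enzyme for full effect; some results filed as inactive read as strong as hits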
MPTP block = inhibitors of mitochondrial permeability transition pore; isolated mouse mitochondria, Ca2+ swelling absorbance, 30 min; inhibition, % at 10 µM; 360,000 compounds, 1.4% hits; AID 602449;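 active means inhibition of 50% or more, scaled per plate between neutral and stimulator controls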;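 further: 0% = DMSO wells given calcium and 100% = 1 mM EGTA wells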
An asterisk follows results filed as active; / = no result given; & = joins results of further samples.

The line under a structure holds: mIAP inh	ATG4B inhibitor	beta cell repl	APOBEC3G inh	mIAP activ	hIAP act	hIAP inh	APOBEC3A inh	MPTP block
Cc1nnc(SCc2ccc(F)cc2)n1NC/C=C/c1ccccc1
→ -12	-6	-1	2	1.1	1.1	-13	-1	3.4
CCOC(=O)COc1ccc2c(c1)C(=O)CC1(CCCCC1)O2
→ 14	8	-3	-7	0.85	1	0	0	-0.9
COc1cccc(-c2nc(CS(=O)(=O)CC(=O)NCCCN3CCN(C)CC3)c(C)o2)c1
→ 7	-4	-3	-5	0.93	0.88	12	-4	-1.0
COC(=O)CSc1nc(-c2cccs2)ccc1C#N
→ 6	0	-5	1	0.94	0.97	3	1	-3.5
Cc1cccc(NS(=O)(=O)c2cccc(C(=O)N3CCN(C/C=C/c4ccccc4)CC3)c2)c1
→ -2	-7	-4	-9	1	0.91	9	-7	-1.1
COc1ccc(Cl)cc1C(=O)NCc1cnn(C)c1C
→ 9	-4	-1	2	0.91	1	-2	2	-0.5
Cc1cnccc1CN(C)Cc1cn(C)nc1-c1ccc(Oc2ccccc2)cc1
→ 6	32	-4	2	0.94	0.96	4	0	-2.1
CCOc1cccnc1Sc1ccccc1
→ 3	-1	2	-2	0.97	1	0	-1	1.4
CN(C)CCC(c1ccc(Br)cc1)c1ccccn1 (stereo not given)
→ -2	-1&0&-3	-4	-3&-4	1.1	1	-1	0&0	1.2&1.7&-2.8
O=C(COC(=O)c1c2c(nc3ccccc13)/C(=C\c1cccs1)CCC2)Nc1ccccc1Cl
→ 14	10	0	-8	0.86	0.98	2	-4	9.0
Cc1ccc(-c2nnn(CC(=O)N(CC(=O)NC3CCCCC3)c3ccc(F)c(Cl)c3)n2)o1
→ 6	-4	-4	-7	0.94	1	-4	-3	-0.1
Cc1c(NS(=O)(=O)c2ccc3[nH]c(=O)[nH]c3c2)c(=O)n(-c2ccccc2)n1C
→ 18	2	-4	1	0.82	1	-4	5	-2.6
COC(=O)c1oc2c(c1C)C(=O)CC(C)(C)C2
→ 15	0	-1	-3	0.85	0.88	12	-3	-0.4
CN1CCN(c2nc3c(c(=O)n(C)c(=O)n3C)n2Cc2cccc(Br)c2)CC1
→ -1	-5	-4	0	1	1.2	-25	-1	0.9
COC(=O)c1cc(NC(=O)CN2CCN(C(C)=O)CC2)cc(C(=O)OC)c1
→ 10	2	-3	-4	0.9	0.95	5	1	1.5
Cc1cccc(CNc2ncc(-c3cccc([N+](=O)[O-])c3)n2C)c1
→ 7	16	-5	-8	0.93	1.1	-9	-4	-0.5
CC(C)(C)NC(=S)NCc1ccc2c(c1)OCO2
→ -16	4	-1	-6	1.2	1.1	-6	-2	-0.9
Cc1ccc(-n2c(SCc3nc4ccccc4[nH]3)nnc2-c2ccncc2)cc1
→ -14	-7	0	-3	1.1	1.1	-10	0	5.3
CCNC(=O)NC1(C(=O)N2CCC(Cc3ccccc3)CC2)CCCCC1
→ -44	4	0	-3	1.4	1.1	-12	-6	0.2
COc1ccc(Cl)cc1C(=O)OCC(=O)N(CC(C)C)c1c(N)n(Cc2ccccc2)c(=O)[nH]c1=O
→ -8	0	0	-5	1.1	1.1	-9	-2	-0.4
CC1(C)[C@@H](O)CC[C@]2(C)C3C(O)C=C4[C@H]5C[C@@](C)(CO)CC[C@]5(C)CC[C@]4(C)[C@]3(C)CC[C@@H]12 (stereo not given in full)
→ 13	-7	-8	-9	0.87	1	-3	-2	-3.7
COc1ccc(S(=O)(=O)N2CCSC2c2ccccc2)cc1 (stereo not given)
→ -2	37	-3	-1	1	1.2	-24	-2	3.3
Cc1ccc(OCCC(=O)OCC(=O)Nc2ccccc2)cc1
→ 0	4	9	-1	1	0.92	8	3	-1.8
CCCN(CC(=O)Nc1ccccc1C)C(=O)COc1ccc2c(c1)CCC2
→ -2	-7	-3	-4	1	1.2	-15	-2	-0.2
COc1cc2ncnc(Nc3ccc4c(c3)OCO4)c2cc1OC
→ -4	0	3	-4	1	0.94	6	3	-0.1
Cc1[nH]c2ccccc2c1/C=N/Nc1nc(Nc2ccc(F)cc2)nc(N2CCOCC2)n1
→ 6	-5	-3	-5	0.94	0.99	1	-4	0.8
CC(NC(=O)COc1ccccc1)C(c1ccccc1)N1CCN(C)CC1 (stereo not given)
→ -8	-5	-3	-6	1.1	0.94	6	0	-3.3
Cc1cc(C)n2c(SCC(=O)NCc3ccco3)nnc2n1
→ -15	-6	-1	-7	1.1	0.93	7	-3	-1.0
CCOc1ncccc1C(=O)OCC(=O)Nc1c(C)cccc1C
→ 3	-4	-2	5	0.97	0.73	27	1	-0.9
Cc1ccc(NC(=O)CN2C(=O)NC(C)(C)C2=O)cc1S(=O)(=O)N1CCCCCC1
→ -1	-13	-2	-11	1	1	0	-4	0.7
CC(C)CCNc1nc2c(c(=O)[nH]c(=O)n2C)n1CC(O)COC(C)C (stereo not given)
→ -5	-1	0	-4	1.1	1.1	-6	-1	0.5
CCn1nc(C)c(NC(=O)/C=C/c2cnn(C)c2C)c1C
→ -7	-2	-1	-6	1.1	1	0	1	-1.9
CC(=O)Nc1ccc(NC(=O)C2c3ccccc3Oc3ccccc32)cc1
→ -20	-5	-2	0	1.2	1	-3	0	0.2
CCS(=O)(=O)N1Cc2ccccc2CC1C(=O)Nc1nccs1 (stereo not given)
→ -17	-9	-2	-5	1.2	1.1	-5	-2	-0.3
C=CCNc1nnc(Cl)c2ccccc12
→ 4	7	1	-5	0.96	0.87	13	-3	0.2
COc1ccc(CCNC(=O)C(=O)NCC2OCCN2S(=O)(=O)c2ccc(F)cc2)cc1OC (stereo not given)
→ -5	-6	-2	-8	1.1	0.95	5	-4	0.5
COCCS(=O)(=O)N(Cc1ccccc1)[C@H](C(=O)OC)C(C)C
→ 2	2	/	5	0.98	/	/	5	1.3
Cn1c(NC(=O)CCc2ccccc2)cc(=O)n(C)c1=O
→ -2	-4	0	-8	1	0.92	8	-5	-0.4
CCOC(=O)c1c(C)[nH]c(C)c1C(=O)COC(=O)CCOc1ccccc1OC
→ -8	-15	0	-1	1.1	0.9	10	1	-0.3
COc1cc(/C=N/NC(=O)c2cc(-c3ccccc3OC(C)C)nc3ccccc23)ccc1O
→ 7	-28	0	-3	0.93	0.93	7	1	-0.1
CCn1c(=O)n(CC(=O)NCC2CCCO2)c(=O)c2c3c(sc21)COC(C)(C)C3 (stereo not given)
→ -2	0	-1	-4	1	1.1	-14	-4	-3.1
COc1cccc(NC(=O)c2cncs2)c1
→ 6	-7	-2	-8	0.94	0.91	9	-1	-0.7
CC[C@@H]1C=C(C(=O)O)[C@H](c2ccc(Cl)cc2)N1S(=O)(=O)c1ccc(C)cc1
→ -3	0	-3	-1	1	1	-1	-1	0.8
CCc1ccc2nc3sc(C(=O)N4CCc5ccccc54)c(N)c3cc2c1
→ 14	/	-5	-10	0.86	1	-2	-4	/
Cc1nn(C(C)CC(=O)O)c(C)c1C (stereo not given)
→ 8	-6	0	-2	0.92	0.91	9	-4	-0.7
O=C(Nc1cccc(Cl)c1)c1nc[nH]c1C(=O)NCCCNC(=O)c1[nH]cnc1C(=O)Nc1cccc(Cl)c1
→ -5	-3	-5	-7	1	1.4	-44	-5	0.9
COC(=O)c1c(NC(=O)C2CC=CCC2C(=O)O)sc(C(N)=O)c1C (stereo not given)
→ 13	-13	-3	-8	0.87	0.96	4	-15	-2.4
Cc1ccc(C(=O)c2oc3ccccc3c2NC(=O)c2cc(-c3cc(C)ccc3O)n[nH]2)cc1
→ 5	-5	-3	-2	0.95	1.4	-42	-2	5.7
O=C(CCc1nc2sc3c(c2c(=O)[nH]1)CCCC3)NCCc1ccccc1
→ 5	-2	-3	8	0.95	0.9	10	3	-0.2
CCOc1ccc(Br)cc1S(=O)(=O)Nc1ccccc1N1CCOCC1
→ 23	-18	-5	5	0.77	1.2	-16	3	-5.6
O=c1[nH]c(-[n+]2ccccc2)c(/C=N/NC([S-])=Nc2ccccc2)s1
→ 21	1	-3	-6	0.79	1	-2	-2	0.7
CCOc1ccc(N=C(C)C2=C(O)c3ccccc3C2=O)cc1
→ 14	4	-3	-6	0.86	0.83	17	-1	3.5
COc1ccccc1N=NC1C(=O)N(C(N)=S)N=C1C (stereo not given)
→ 17	-10	2	-6	0.83	0.85	15	-5	1.8
O=C(Nc1nc(-c2cc(Cl)sc2Cl)cs1)c1ccc(Br)s1
→ 16	2	-6	-3	0.84	1.3	-35	-3	104*
OC(COCCC12CC3CC(CC(C3)C1)C2)CN1CCCC1 (stereo not given)
→ 15	-4	-4	-5	0.85	0.95	5	-2	-0.3
COc1ccc(CNC(=O)C2CCCN(S(=O)(=O)c3ccc4c(c3)CCCN4C(C)=O)C2)cc1 (stereo not given)
→ 1	-3	-2	-1	0.99	0.88	12	-3	-1.1
CC(=O)c1ccc(N(C(=O)CNC(=O)c2ccco2)C(C(=O)NC2CCCC2)c2ccncc2)cc1 (stereo not given)
→ 2	-5	-2	-3	0.98	1	-2	1	-0.3
Cc1ccc(NC(=O)COc2ccc(-n3ccnc3)cc2)cc1Cl
→ -37	8	-4	-5	1.4	1.1	-7	-3	83*
COc1ccc(CC2NCCC3(O)CCCCC23)cc1 (stereo not given)
→ 3	-12	-1	-5	0.97	0.99	1	0	-0.3
N#C/C(=C\c1cccnc1)c1nc2ccccc2[nH]1
→ 3	4	-2	17	0.97	1.2	-18	-3	2.2
CCN(CC)CCn1c(=S)[nH]c2cc(Cl)ccc2c1=O
→ 2	4	-2	-2	0.97	1.1	-10	-2	-1.5

For convenience, part of the list above:
The line under a structure holds: mIAP inh	ATG4B inhibitor	beta cell repl	APOBEC3G inh	mIAP activ	hIAP act	hIAP inh	APOBEC3A inh	MPTP block
O=C(CCc1nc2sc3c(c2c(=O)[nH]1)CCCC3)NCCc1ccccc1
→ 5	-2	-3	8	0.95	0.9	10	3	-0.2
CCOc1ccc(Br)cc1S(=O)(=O)Nc1ccccc1N1CCOCC1
→ 23	-18	-5	5	0.77	1.2	-16	3	-5.6
